PHOSPHO1 block – blocks human PHOSPHO1 phosphatase activity; Q8TCT1; AID 1565; actives 1.1% (n = 290,000); recombinant PHOSPHO1, absorbance phosphatase assay; inhibition, % at 13.3 µM; in the data active = inhibition above about 60%
Target sequence (Q8TCT1 whole entry, looked up): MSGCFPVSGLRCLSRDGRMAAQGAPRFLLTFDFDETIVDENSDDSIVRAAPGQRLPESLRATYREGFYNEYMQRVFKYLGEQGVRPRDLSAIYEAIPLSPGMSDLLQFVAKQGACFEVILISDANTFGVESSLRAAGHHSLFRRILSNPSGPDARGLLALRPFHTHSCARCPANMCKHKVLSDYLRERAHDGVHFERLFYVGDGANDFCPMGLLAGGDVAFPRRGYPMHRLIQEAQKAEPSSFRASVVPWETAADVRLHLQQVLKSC
pCIP destab – compounds decreasing mouse p/CIP protein stability; actives 0.01% (n = 290,000); F442A p/CIP-EGFP cells, EGFP fluorescence, 16 h; decrease of EGFP signal, % at 10 µM;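 active = EGFP signal decrease of at least 30% at 10 µM or well 3 SD below plate mean, unless failing retest; inactive = the rest, including hits failing retest or dose response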; also: some compounds called inactive have numbers as strong as hits; many of its hits are not listed in these tables
GalR3 antagonist – blocks the human galanin receptor 3; actives 0.44% (n = 360,000); O60755; HEK293 GalR3-CNG cAMP membrane potential fluorescence; galR3 body fused to GalR1 C-terminus; inhibition, % at 3 µM;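 active = inhibition above the screen-wide average plus 3 SD, cut at about 13% in these data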;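 also: forskolin and galanin both at EC90 stimulate the cells; cAMP rise reported by CNG channel membrane potential dye signal; 0% = forskolin plus galanin with DMSO and 100% = forskolin alone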
MEKK3 PB1 HTS – MEKK3-MEK5 PB1 interaction, increase or decrease. Q99759. bead-based flow cytometry, Alexa488-MEK5 binding to MEKK3; actives lie on both sides; 0 = blocked by unlabeled MEK5, 100 = vehicle. binding response (% of control), % at 10 µM. actives 1.4% (n = 290,000). AID 1529;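 active = binding response more than 3 SD above or below the average of its plate-row segment, actives on both sides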;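 also: Alexa488 bead fluorescence after subtracting the streptavidin-only scavenger bead signal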
Target sequence (Q99759 whole entry, looked up): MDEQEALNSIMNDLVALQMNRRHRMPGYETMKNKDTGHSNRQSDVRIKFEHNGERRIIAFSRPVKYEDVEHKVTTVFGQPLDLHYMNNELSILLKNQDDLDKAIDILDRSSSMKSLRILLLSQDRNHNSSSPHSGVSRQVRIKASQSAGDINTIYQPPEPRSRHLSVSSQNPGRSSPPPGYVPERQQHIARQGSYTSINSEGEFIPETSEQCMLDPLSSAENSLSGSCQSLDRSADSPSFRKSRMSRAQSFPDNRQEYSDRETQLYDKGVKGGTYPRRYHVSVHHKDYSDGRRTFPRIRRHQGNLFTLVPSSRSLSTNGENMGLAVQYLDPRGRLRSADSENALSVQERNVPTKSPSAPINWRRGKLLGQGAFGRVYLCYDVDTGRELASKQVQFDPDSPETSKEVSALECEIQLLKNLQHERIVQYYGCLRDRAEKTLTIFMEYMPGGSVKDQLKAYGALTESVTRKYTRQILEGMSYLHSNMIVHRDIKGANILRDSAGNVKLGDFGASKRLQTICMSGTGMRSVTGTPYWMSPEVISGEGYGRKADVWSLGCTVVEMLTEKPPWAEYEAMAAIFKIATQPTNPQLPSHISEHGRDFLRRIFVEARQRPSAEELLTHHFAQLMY
CRFR2-BP antag – blocks CRF-induced signaling of the CRF-BP/CRF-R2 complex | HEK293 CRF-R2/CRF-BP, CRF-induced calcium fluorescence | inhibition, % at 11.8 µM | actives 0.59% (n = 350,000) | AID 588475;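 active = inhibition of the ligand-induced calcium signal above about 50% at the single tested concentration, limit read from the data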
IDE cell inh – cellular human IDE inhibition. HEK cells, FAbetaB cleavage, fluorescence polarization. inhibition, % at 5.59 µM. actives 0.41% (n = 320,000);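 active = percent inhibition above the average of all tested compounds plus 3 SD, set per screening campaign, cut at about 16% in these data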;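 also: IDE supplied by intact live HEK cells; FP after avidin binding of uncleaved biotin substrate so inhibition keeps polarization high; 0% = DMSO wells and 100% = 60 µM reference IDE inhibitor Ii1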
M4 PAM – potentiates acetylcholine response at human M4 receptor; P08173; actives 0.4% (n = 360,000); CHO-K1 hM4/Gqi5, Fluo-8 calcium fluorescence, ACh EC20; 0% = ACh EC20, 100% = maximal ACh; activation, % at 3 µM;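 active = activation above its plate's cutoff, the mean activation of sample wells plus 3 SD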; also: some results filed as inactive read as strong as hits
CRFR2-BP ag – CRF-BP/CRF-R2 complex agonism; HEK293 CRF-R2/CRF-BP, calcium dye fluorescence (FLIPR); percent of saturating CRF peptide response; activation, % at 13.2 µM; actives 0.46% (n = 350,000); AID 588473;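 active = activation of at least 50%, plus an integration ratio under a set limit after plate pattern correction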;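 also: plate controls were neutral control wells without compound for no effect and CRF at EC100 for full effect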
IDE act – activators of human insulin-degrading enzyme in cells; HEK cells, FAbeta-B cleavage, fluorescence polarization; 0% vehicle, 100% cell-free pure enzyme wells; activation, % at 5.96 µM; actives 0.073% (n = 340,000); AID 493087;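 active = activation above the mean of all tested compounds plus 3 SD, set per screening campaign, cut at about 17% in these data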
Active calls of the source: *; · = no result given; [ ] = another dose, or the depositor's remark.

SMILES	PHOSPHO1 block	pCIP destab	GalR3 antagonist	MEKK3 PB1 HTS	CRFR2-BP antag	IDE cell inh	M4 PAM	CRFR2-BP ag	IDE act
CC(=O)N=Cc1c(C)c(C#N)c(=O)n(C)c1O	-4	-6	-6	104	-6	10	6	2.1	0
O=C(NCCCc1ccccc1)c1cccc([N+](=O)[O-])c1	-15	-11	-3	103	55*	2	6	-5.4	5
COc1nc2ccccc2nc1CCC(=O)O	-6	-12	9	106	-14	-4	1	-1.6	4
Cc1ccc(Cn2c(N3CCNCC3)nc3c2c(=O)[nH]c(=O)n3C)cc1	25	-11	-6	107	-11	·	7	-0.4	1
CCCCn1c(N)c(N(CCOC)C(=O)COC(=O)CCOc2ccccc2)c(=O)[nH]c1=O	·	·	-2	·	2	3	7	-0.2	5
CCCNC(=O)C1CNc2ccccc2O1 (configuration not stated)	20	29	-2	105	6	3	1	1.3	4
CC1CN(C(=O)c2scc3c2OCCO3)CC(C)O1 (configuration not stated)	-3	11	4	101	20	2	-1	-0.6	2
CC(C)C(NC(=O)c1ccccc1F)C(=O)NCc1ccccc1 (configuration not stated)	6	-12	-9	98	2	2	-13	-0.1	-1
CCOC(=O)c1cc(CN2CCOCC2)oc1-c1ccccc1	4	-16	-4	104	-17	0	0	2.9	4
CN1CCN(c2nc(-c3ccccc3Cl)nc3ccccc23)CC1	27	-12	-9	102	4	·	-6	-0.6	-1
O=C1NCCN(Cc2ccc(F)cc2)C1CC(=O)N1CC=C(c2ccccc2)CC1 (configuration not stated)	12	0	2	97	3	4	-9	1.9	7
O=C(N/N=C/c1ccccc1[N+](=O)[O-])c1ccc(COc2ccccc2-c2ccccc2)cc1	-67	-13	-5	104	16	5	-6	-0.7	6
Cc1c(C(=O)NCc2ccco2)oc2ccc(S(=O)(=O)N3CCC4(CC3)OCCO4)cc12	27	-7	6	101	-7	4	-2	-0.2	-1
CCOc1ccc(NC(=O)COc2ccc(C(=O)NC(C)c3ccc(S(N)(=O)=O)cc3)cc2OC)cc1 (configuration not stated)	·	·	2	·	-9	6	2	0.0	1
O=C(Nc1ccc(F)cc1F)c1cccc(S(=O)(=O)N2CCCCC2)c1	·	·	-3	·	-8	-4	12	1.7	4
CCCCNC(=O)N1CCCN(c2ccc(C#N)cn2)CC1	19	-4	-9	103	6	3	-3	-0.8	1
COC(=O)c1cc2occc2n1CC(=O)Nc1ccc(C)cc1C	-101	4	1	110	8	-2	2	-1.2	-4
Cc1cccc2sc(NC(=O)CCNS(=O)(=O)c3cccs3)nc12	-3	9	-4	102	5	-3	-10	1.3	-2
COc1ccccc1C(=O)Nc1ccc2c(c1)nc(CCNC(=O)c1ccccc1)n2C	-1	6	11	99	-7	4	-8	-1.7	·
COC(=O)NCCOC(=O)N(O)c1ccc(Br)cc1	11	2	-6	113	11	1	2	1.3	1
COc1ccc(NC(=O)c2ccc(CNc3c(N4CCCC4)c(=O)c3=O)cc2)cc1Cl	66*	7	0	97	14	11	11	-1.9	-1
Cc1cccc(-c2nnc(SCC(=O)NC3CCCC3)o2)c1	-2	-3	-10	105	-2	·	6	-0.7	7
CCOC(=O)C1(CCCc2ccccc2)CCN(C(=O)C2CCCO2)CC1 (configuration not stated)	24	-10	-9	101	-15	-9	-9	0.1	5
CCC(CO)Oc1cc(NCc2ccc(C(=O)O)cc2)c2ncn(C(C)C)c2c1 (configuration not stated)	·	·	-3	·	1	-3	18	0.4	6
COc1ccc(/C=C/c2c(-c3ccc(OC)cc3)sc3ccc(N4CCOCC4)cc23)cc1	20	-11	·	101	-3	1	0	1.4	-4
O=C(Cc1csc(N2CCOCC2)n1)N/N=C/c1ccc(O)c(O)c1O	10	-28	-4	88	-11	·	0	0.1	-11
Cc1ccc(OCc2nnc(NC(=O)OCC(C)C)s2)cc1	10	-12	-1	94	-3	-2	-3	-0.5	6
Cc1cnc(C(=O)OCC(=O)c2c[nH]c3ccccc23)cn1	·	·	4	·	0	-2	2	-1.0	-7
C=C(c1ccc(O)cc1)c1ccc(O)cc1	3	3	0	105	39	7	4	-1.9	2
Cc1cc(NS(=O)(=O)c2ccccc2)no1	-2	12	1	107	-11	3	-2	-0.7	8
CCN(CC(=O)Nc1ccc(NC(C)=O)cc1)C(=O)c1n[nH]c(=O)c2ccccc12	36	9	-3	55*[inhibitor]	-3	-7	4	0.5	5
O=C(C1CC1)N1CCc2cc(Br)cc(S(=O)(=O)N3CCCCCC3)c21	14	-4	-11	93	6	-1	-7	0.2	2
CCC(C)Sc1cc(C(F)(F)F)c(C(=O)Nc2ccc(Cl)cc2)cn1 (configuration not stated)	28	-17	9	103	-28	7	-28	14	-2
COc1ccc(O)c(C(=O)c2cnc3c(c2)CN(C)C(=O)N3)c1	20	8	-3	101	-3	-1	-1	-0.8	8
C/C(=N\NC(=O)CNC(=O)c1ccc(F)cc1)c1ccco1	-4	-4	-8	100	-5	1	4	-1.1	5
Cc1ccccc1N1CCN(C(=O)c2cccnc2)CC1	·	·	-5	·	16	·	9	-1.3	-3
COc1cc(NC(=O)CS(=O)(=O)c2ccc(C)cc2)cc(OC)c1OC	15	-11	-2	101	-7	6	1	0.8	3
CCOc1ccc(S(=O)(=O)c2ccc(C)cc2)c2c1no[n+]2[O-]	·	·	-1	·	7	·	4	1.7	·
Cc1cc(C)nc(N/N=C/c2ccccc2OCc2ccccc2)n1	15	-22	-1	103	24	-1	2	1.2	-1
O=C(O)[C@H](Cc1ccccc1)NC(=O)N1CCN(c2ccccc2)CC1	36	-4	-5	98	-13	2	-9	5.2	3
O=C(NCN1C(=O)C2C3C=CC(C3)C2C1=O)Nc1nncs1 (configuration not stated)	0	3	0	97	-1	9	5	-1.3	6
CCC(=O)c1cc(F)c(N2CCN(S(=O)(=O)c3ccc(C)cc3)CC2)cc1C	-12	-11	2	106	-16	-1	5	0.0	-6
CC1(C)C(=O)Nc2ccccc2N1C(=O)COC(=O)c1cccnc1	·	·	-4	·	5	-5	7	-0.7	9
Cc1ccc(NC(=O)C(=O)NCCCN2CCOCC2)c(C)c1	51	-18	-5	100	9	3	1	-1.2	4
Fc1ccc(NC(=S)NC2CCCCC2)c(F)c1F	-44	-24	-10	99	27	6	3	-2.2	-1
CC(=O)NC(=S)Nc1ccc(NC(=O)c2cccnc2)cc1	24	-6	-3	107	-8	1	-8	0.4	-3
Cc1cccc(C(=O)OC(C)C(=O)N2CCN(Cc3ccccc3)CC2)c1 (configuration not stated)	·	·	-3	·	-1	·	5	-0.1	-1
CCOc1ccc(C(=O)Nc2ccc3c(c2)OCCO3)cc1	45	-8	-1	109	-6	1	-2	1.1	-2
O=C(NC1CC1)c1cccc(NC(=O)C2CC2)c1	·	·	-5	·	14	·	13	1.4	0
CC(C)(C)NC(=O)C[C@H]1C[C@H](C(=O)N2CCCCC2)[C@@]2(C)c3[nH]c4cc(-c5ccco5)ccc4c3CCN2C1=O	·	·	-6	·	9	·	7	0.0	5
Cc1ccccc1C(=O)Oc1ccc(Cl)cc1C(=S)N1CCOCC1	-5	-3	-6	100	-2	7	6	-0.3	5
O=C(CN(c1cccc([N+](=O)[O-])c1)S(=O)(=O)c1ccccc1)N(Cc1ccccc1)Cc1ccccc1	12	7	-2	137*	1	8	-5	-0.4	2
OC(C#CCCN1CCCCC1)(c1ccccc1)c1ccccc1	6	9	-5	84	-13	5	-17	1.3	·
COC(=O)c1cc(Br)c(=O)n(CCN2CCCC2)c1	8	-1	0	99	-25	3	-4	-2.3	2
O=C1NCCN1c1ncc([N+](=O)[O-])s1	·	·	-2	·	-17	-2	-6	5.3	-1
C=CCOc1cc(OC)c(OC)c(OC)c1	22	-18	4	94	-3	2	-15	-2.6	0
c1ccc(-n2cnc3ccccc32)nc1	-32	5	-4	98	0	1	0	1.3	2
CCn1nc(NC(=O)c2cccnc2)c2cc3cccc(C)c3nc21	-12	-22	-3	107	-4	5	2	0.6	2
OC[C@@H]1[C@@H](c2ccccc2)C(c2ccccc2)=NN1c1ccccc1	·	·	-7	·	2	·	-1	-4.0	6
O=C(NC1CCCCC1)C(c1ccco1)N(C(=O)C(F)(F)F)C1CC1 (configuration not stated)	6	-13	-6	113	-5	-6	7	2.4	-4
(cont.)
SMILES	PHOSPHO1 block	pCIP destab	GalR3 antagonist	MEKK3 PB1 HTS	CRFR2-BP antag	IDE cell inh	M4 PAM	CRFR2-BP ag	IDE act
COCCc1nn2c(=O)cc(COC(=O)c3cc(OC)c(OC)c(OC)c3)nc2s1	24	-8	0	95	-8	-2	-16	1.6	8
C=CCn1c(SCc2csc(-c3ccc(C)cc3)n2)nnc1-c1ccccc1OC	-14	-13	-2	92	-2	2	-2	-4.4	-3
CC(=O)NCc1ccc(S(=O)(=O)N/N=C/c2ccc(Br)cc2)cc1	-7	-21	-5	139*	-16	-1	5	2.5	1
COc1ccc(C)cc1S(=O)(=O)N(C)CC(=O)N1CCCCCC1	2	-11	6	99	-10	0	5	-2.2	-4
CCN(CC(=O)Nc1ccc(OC)cc1)C(=O)c1ccccc1Sc1ccccc1C#N	·	·	8	·	-3	6	-8	-4.7	4
Cc1ccc(NC(=O)c2nc[nH]c2C(=O)N2CCOCC2)c(C(=O)c2ccccc2)c1	1	-5	0	93	6	3	4	-1.0	3
CC1CCC(NC(=O)CNC(=O)c2ccc3ccccc3c2)CC1 (configuration not stated)	·	·	0	·	-9	7	5	-1.3	3
CC(OC(=O)C1CCN(c2ccc(C(F)(F)F)cn2)CC1)C(=O)NC1CCCCC1C (configuration not stated)	·	·	-4	·	-2	5	14	1.2	-10
Fc1ccccc1NC(=S)Nc1ccc(Br)cc1	-2	-14	1	104	7	0	-5	4.1	5
Cn1c(=O)[nH]c(=O)c2c1nc(NC1CCCCC1)n2CCO	18	-2	4	104	18	6	6	-0.8	11
COc1ccc(NC(=O)CN2C(=O)NC3(CCCC3)C2=O)cc1S(=O)(=O)N1CCCCC1	·	·	3	·	-3	-4	10	1.4	5
O=C(OCC1OC(n2cnc3c(N(C(=O)c4ccccc4)C(=O)c4ccccc4)ncnc32)C(O)C1F)c1ccccc1 (configuration not stated)	20	7	·	98	16	3	-4	-0.2	2
CCOC(=O)N1CCC(C(=O)NNC(=O)c2ccc(Cl)cc2Cl)CC1	5	13	-11	102	-11	6	6	1.9	4
Cc1ccc(S(=O)(=O)N(C)c2ccc(OC(=O)c3ccc(=O)[nH]c3)cc2)cc1	32	13	-3	82	-13	0	0	-1.2	4
CC(=C\c1ccco1)/C=C(\C#N)C(=O)NCCc1c[nH]c2ccccc12	-20	-12	-3	101	-25	7	-18	-1.6	2
Cc1ccc(S(=O)(=O)N2CCCC2C(=O)OCc2nc3ccccc3s2)cc1 (configuration not stated)	-8	-6	-4	100	0	-3	-8	1.7	0
O=C(COC(=O)/C=C/c1ccc2c(c1)OCO2)NCc1ccccc1	·	·	-5	·	-4	-2	12	-1.0	-4
Cc1ccc(CNC(=O)c2ccccc2N)cc1	24	-6	-9	97	-4	-5	6	1.3	3

From PubChem
